Screening results from PubChem.
NTR1 agonist – agonists of NTR1, primary screen, imaging, U2OS cells, beta-arrestin-GFP, high content (AID 493036). P30989. NTR1-U2OS beta-arrestin-GFP spot imaging, agonist mode. activation, % at 20 µM. hit rate 0.17% among 330,000;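 active = activation at or above 40% of the spot to cytoplasm intensity ratio, with at least 20 cells analyzed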;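 note: 0% = DMSO without peptide and 100% = 100 nM NTR1 peptide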
Target sequence (P30989 whole entry, looked up): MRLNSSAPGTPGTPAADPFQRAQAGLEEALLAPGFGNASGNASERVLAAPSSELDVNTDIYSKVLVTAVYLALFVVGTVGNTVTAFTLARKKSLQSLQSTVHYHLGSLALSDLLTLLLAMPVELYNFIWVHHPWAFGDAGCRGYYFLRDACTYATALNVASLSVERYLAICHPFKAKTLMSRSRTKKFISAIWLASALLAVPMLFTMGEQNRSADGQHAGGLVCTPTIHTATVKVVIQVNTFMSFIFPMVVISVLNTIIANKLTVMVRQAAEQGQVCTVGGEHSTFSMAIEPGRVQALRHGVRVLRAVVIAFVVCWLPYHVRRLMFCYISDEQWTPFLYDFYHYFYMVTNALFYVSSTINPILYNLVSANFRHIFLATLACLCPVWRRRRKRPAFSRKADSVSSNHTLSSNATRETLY
GPR55 activation – selective activators of receptor GPR55 – imaging, U2OS cells, beta-arrestin-GFP redistribution, primary screen (AID 1961). U2OS GPR55 beta-arrestin-GFP redistribution imaging; higher % means a stronger effect. activation, % at 10 µM; hits with a dose series show EC50 in µM. hit rate 0.048% among 290,000;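 active = activation above 40% with more than 50 cells counted in the well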;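 note: U2OS osteosarcoma cells stably expressing GPR55 and beta-arrestin-GFP; plate controls were DMSO negative control for no effect and LPI positive control for full effect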
Lipid droplet – hepatic lipid droplet formation modulation; AML12 mouse hepatocytes, oleate lipid droplets, BODIPY imaging; inhibition, % at 6.5 µM; hit rate 0.4% among 240,000; AID 1656;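 active = lipid droplet intensity inhibited by at least 50%, with more than 500 cells counted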
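Test system: AML12 hepatocytes (mouse); reagent: oleate loading, 100 µM; dosing: one dose, 6.5 µM compound; incubation: overnight exposure; signal: fluorescence imaging, 20x objective, two fields per well; read-out basis: % inhibition of corrected integrated BODIPY droplet signal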
GPR35 arrestin U2OS – inhibition of zaprinast-stimulated GPR35 beta-arrestin translocation – imaging, U2OS, beta-arrestin-GFP, zaprinast agonist, primary screen (AID 2058); hit rate 0.052% among 290,000; inhibition, % at 10 µM, or IC50 in µM where a hit was titrated; U2OS GPR35 beta-arrestin-GFP translocation imaging, zaprinast antagonism; higher % means a stronger effect;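 active = inhibition of at least 50% with at least 30 cells and total cytoplasm GFP at most 10,000,000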
Rac1 GTP hydrolysis – MgcRacGAP GTPase-activating activity inhibitors, confirmation, biochemical, ADP Hunter fluorescence. MgcRacGAP-stimulated Rac1 GTP hydrolysis, ADP Hunter fluorescence; higher % means a stronger effect; GST-tagged Rac1 F28L mutant substrate. inhibition, % at 30 µM; hits with a dose series show IC50 in µM. hit rate 0.6% among 340,000;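 active = first-screen hits whose inhibition reached a set limit at any dose in the follow-up dose series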;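 note: fluorescence reports GDP produced by GAP-driven GTP hydrolysis; strong numbers were not always called active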
LYP inhibition – inhibitors of LYP phosphatase, biochemical, fluorescence intensity, uHTS (AID 1779) | hit rate 0.054% among 290,000 | recombinant LYP phosphatase, fluorescence intensity; higher % means a stronger effect | inhibition, % at 11.5 µM; hits with a dose series show IC50 in µM; in the data active = inhibition above about 50%;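 note: plate controls were vehicle with enzyme for no effect and no enzyme for full effect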
GPR55 LPI antagonism – inhibition of LPI-stimulated GPR55 beta-arrestin translocation – imaging, U2OS, beta-arrestin-GFP, LPI agonist, primary screen (AID 2013). U2OS GPR55 beta-arrestin-GFP translocation imaging, LPI antagonism; higher % means a stronger effect. inhibition, % at 10 µM, or IC50 in µM where a hit was titrated. hit rate 0.13% among 290,000;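 active = spots per cell inhibited over 60%, with over 100 cells counted and total cytoplasm intensity under 500,000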;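 note: U2OS cells stably carrying GPR55 and arrestin-GFP stimulated by 5 µM LPI near EC80; imaged beta-arrestin-GFP aggregate spots per cell after agonist stimulation; plate controls were LPI-stimulated DMSO wells for no effect and DMSO wells without LPI for full effect; some results filed as inactive read as strong as hits; confirmed hits need IC50 under 10 µM and bright autofluorescent wells are also inconclusive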
T cell modulator – T cell immune modulators affecting CD8 T cell-vesicle binding. calls only at 7 µM. 2C CD8+ T cell-vesicle binding, flow cytometry; hits give low values. hit rate 0.068% among 330,000;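 active = response, share of CD8 T cells binding vesicles, and their 90th percentile fluorescence all below set limits, cut at about 80% in these data, passing the limit was not always enough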
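Test system: purified 2C TCR transgenic mouse naive CD8+ T cells. Probe or stimulus: QL9-peptide-loaded Drosophila micro-vesicles bearing Ld, ICAM-1 and B7-1. Incubation: binding step 1.5 h, 37 °C, antibody labelling 20 min, ice. Measured by: flow cytometry of vesicle-bound cells.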
SV40 large T antigen – TAg ATPase/helicase activity blockers – biochemical (AID 1903); SV40 large T antigen ATPase/helicase inhibition assay; higher % means a stronger effect; inhibition, % at 20 µM, or IC50 in µM where a hit was titrated; hit rate 0.39% among 310,000; in the data active = a potency from the dose series; note: strong numbers were not always called active
Lipid droplet cells 6.5 µM – second read-out of Lipid droplet, no call of its own (marks repeat the call); cell count; measured here: cell count, cytotoxicity flag;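 cells counted across two imaged fields per well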
T cell modulator vesicle-bound % – recorded beside T cell modulator, whose call it bears; double positive events, %; measured here: CD8+ vesicle-bound cell fraction;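 binding gate set so that unloaded-vesicle control wells show 10% double positive cells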
NTR1 agonist cell count 20 µM – further read-out of NTR1 agonist, marked with its call; cell count; measured here: cell count, cytotoxicity flag
* = called active by the depositor.

CCCC1C2C(=O)N(c3ccccc3)C(=O)C2ON1c1ccccc1 (stereo not given) was read as NTR1 agonist -1.1, GPR55 activation -0.1%, Lipid droplet -15.0, GPR35 arrestin U2OS 4.1%, Rac1 GTP hydrolysis 10.2%, LYP inhibition -8.6%, GPR55 LPI antagonism -8.7%, T cell modulator inactive, SV40 large T antigen 1.1%, Lipid droplet cells 6.5 µM 791, T cell modulator vesicle-bound % 60.0 and NTR1 agonist cell count 20 µM 93.
`COC(=O)c1ccc(NC(=O)CSc2nnc(COc3ccc4c(c3)CCCC4)o2)cc1` gave NTR1 agonist 0.6, GPR55 activation 0.3%, GPR35 arrestin U2OS 11.3%, Rac1 GTP hydrolysis 9.3%, LYP inhibition -7.1%, GPR55 LPI antagonism -2.8%, T cell modulator inactive, SV40 large T antigen -3.1%, T cell modulator vesicle-bound % 46.6 and NTR1 agonist cell count 20 µM 46.
Screening COc1ccc(S(=O)(=O)N2CCOC23CCN(S(=O)(=O)c2ccc(Cl)cc2)CC3)cc1 returned NTR1 agonist 2.3, Rac1 GTP hydrolysis 6.3%, T cell modulator inactive, SV40 large T antigen 10.5%, T cell modulator vesicle-bound % 56.4 and NTR1 agonist cell count 20 µM 47.
For NC(=O)c1ccc(OCC2CCCO2)cc1 (stereo not given) the results were NTR1 agonist 1.1, GPR55 activation 0.5%, Lipid droplet -9.9, GPR35 arrestin U2OS 7.1%, Rac1 GTP hydrolysis 3.8%, LYP inhibition -9.1%, GPR55 LPI antagonism 8.4%, T cell modulator inactive, SV40 large T antigen -5.3%, Lipid droplet cells 6.5 µM 756, T cell modulator vesicle-bound % 38.3 and NTR1 agonist cell count 20 µM 36.
Screening COc1ccc(CC(=O)OCC(=O)N2CCCc3ccccc32)cc1OC returned NTR1 agonist 1.0, Rac1 GTP hydrolysis -6.4%, T cell modulator inactive, SV40 large T antigen 4.4%, T cell modulator vesicle-bound % 22.6 and NTR1 agonist cell count 20 µM 67.
CCOC(=O)c1cnc(SC)nc1NCCOC was read as NTR1 agonist -0.1, GPR55 activation -0.1%, Lipid droplet 1.2, GPR35 arrestin U2OS -2.7%, Rac1 GTP hydrolysis 0.2%, LYP inhibition -5.6%, GPR55 LPI antagonism 2.5%, T cell modulator inactive, SV40 large T antigen 0.3%, Lipid droplet cells 6.5 µM 676, T cell modulator vesicle-bound % 27.4 and NTR1 agonist cell count 20 µM 22.
Screening CS(=O)(=O)N(CC(=O)Nc1ccccc1C(=O)N1CCOCC1)c1ccc(F)c(Cl)c1 returned NTR1 agonist 1.0, GPR55 activation -0.1%, Lipid droplet -7.6, GPR35 arrestin U2OS 9.3%, Rac1 GTP hydrolysis -5.3%, LYP inhibition -6.6%, GPR55 LPI antagonism 18.0%, T cell modulator inactive, SV40 large T antigen -2.4%, Lipid droplet cells 6.5 µM 473, T cell modulator vesicle-bound % 8.0 and NTR1 agonist cell count 20 µM 55.
O=C(Oc1cccc(N2C(=O)C3C4c5ccccc5C(c5ccccc54)C3C2=O)c1)c1ccco1 (stereo not given) was read as NTR1 agonist 0.2, GPR55 activation -0.3%, Lipid droplet -22.5, GPR35 arrestin U2OS 5.9%, Rac1 GTP hydrolysis 2.1%, LYP inhibition 0.6%, GPR55 LPI antagonism 0.7%, T cell modulator inactive, SV40 large T antigen 5.9%, Lipid droplet cells 6.5 µM 646, T cell modulator vesicle-bound % 37.6 and NTR1 agonist cell count 20 µM 42.
For COc1ccc(OCCOCCOc2ccc(C)cc2[N+](=O)[O-])cc1 the results were NTR1 agonist -1.1, GPR55 activation 0.3%, Lipid droplet -0.4, GPR35 arrestin U2OS 1.2%, Rac1 GTP hydrolysis 5.0%, LYP inhibition 3.2%, GPR55 LPI antagonism 6.6%, T cell modulator inactive, SV40 large T antigen 2.6%, Lipid droplet cells 6.5 µM 652, T cell modulator vesicle-bound % 42.7 and NTR1 agonist cell count 20 µM 68.
Screening Cc1ccc(NC(=S)N2CCCC(CO)C2)c(C)c1 (stereo not given) returned NTR1 agonist -0.1, GPR55 activation 0.9%, Lipid droplet -3.7, GPR35 arrestin U2OS -7.7%, Rac1 GTP hydrolysis 12.5%, LYP inhibition -3.7%, GPR55 LPI antagonism -2.6%, T cell modulator inactive, SV40 large T antigen 10.3%, Lipid droplet cells 6.5 µM 741, T cell modulator vesicle-bound % 58.9 and NTR1 agonist cell count 20 µM 78.
`CN(CC(=O)NNC(=O)CNC(=O)c1ccccc1Cl)S(=O)(=O)c1ccc(Cl)cc1` gave NTR1 agonist 0.5, Rac1 GTP hydrolysis 3.6%, T cell modulator inactive, SV40 large T antigen -0.1%, T cell modulator vesicle-bound % 30.5 and NTR1 agonist cell count 20 µM 71.
Screening CC(C)CNC(=S)N1CCC(C(=O)c2ccc3c(c2)OCCO3)CC1 returned NTR1 agonist 0.0, GPR55 activation 0.2%, Lipid droplet -14.4, GPR35 arrestin U2OS 0.1%, Rac1 GTP hydrolysis 4.2%, LYP inhibition -8.9%, GPR55 LPI antagonism -11.7%, T cell modulator inactive, SV40 large T antigen 2.3%, Lipid droplet cells 6.5 µM 697, T cell modulator vesicle-bound % 33.9 and NTR1 agonist cell count 20 µM 30.
Screening CCc1ccc(-n2cnc3cc(C(=O)NCC(OC)OC)ccc32)cc1 returned NTR1 agonist 0.3, GPR55 activation 0.3%, Lipid droplet -11.3, GPR35 arrestin U2OS -4.6%, Rac1 GTP hydrolysis 8.8%, LYP inhibition -6.6%, GPR55 LPI antagonism 2.6%, T cell modulator inactive, SV40 large T antigen 6.2%, Lipid droplet cells 6.5 µM 712, T cell modulator vesicle-bound % 23.5 and NTR1 agonist cell count 20 µM 91.
Screening COc1ccc(NC(=O)N2CCN(c3nc4ccccc4n3C(C)C)CC2)cc1 returned NTR1 agonist 1.4, GPR55 activation -0.1%, Lipid droplet -3.7, GPR35 arrestin U2OS -0.6%, Rac1 GTP hydrolysis -14.8%, LYP inhibition -6.1%, GPR55 LPI antagonism -13.3%, T cell modulator inactive, SV40 large T antigen 2.5%, Lipid droplet cells 6.5 µM 662, T cell modulator vesicle-bound % 6.9 and NTR1 agonist cell count 20 µM 39.
Screening Nn1c(Cc2ccc(F)cc2)n[nH]c1=S returned NTR1 agonist -1.0, GPR55 activation 0.1%, Lipid droplet 0.8, GPR35 arrestin U2OS 2.0%, Rac1 GTP hydrolysis 3.0%, LYP inhibition -9.8%, GPR55 LPI antagonism 12.3%, T cell modulator inactive, SV40 large T antigen 33.5%, Lipid droplet cells 6.5 µM 690, T cell modulator vesicle-bound % 7.7 and NTR1 agonist cell count 20 µM 32.
`COc1ccc(-c2oc3ncn4nc(COc5ccccc5)nc4c3c2-c2ccc(OC)cc2)cc1` gave NTR1 agonist -1.0, GPR55 activation -0.2%, Lipid droplet -34.4, GPR35 arrestin U2OS 6.8%, Rac1 GTP hydrolysis 2.1%, LYP inhibition -9.5%, GPR55 LPI antagonism 7.5%, T cell modulator inactive, SV40 large T antigen 16.5%, Lipid droplet cells 6.5 µM 730, T cell modulator vesicle-bound % 47.1 and NTR1 agonist cell count 20 µM 72.
COc1cccc(Nc2ncnc3onc(-c4ccccc4OC)c23)c1 was read as NTR1 agonist 0.0, GPR55 activation 0.2%, Lipid droplet 0.5, GPR35 arrestin U2OS 14.8%, Rac1 GTP hydrolysis 3.2%, LYP inhibition -7.2%, GPR55 LPI antagonism 1.8%, T cell modulator inactive, SV40 large T antigen -2.2%, Lipid droplet cells 6.5 µM 778, T cell modulator vesicle-bound % 12.7 and NTR1 agonist cell count 20 µM 67.
For Cc1nc(SCC(=O)NCCc2ccccc2)nc(C)c1C the results were NTR1 agonist -1.0, GPR55 activation -0.1%, Lipid droplet 5.0, GPR35 arrestin U2OS -7.7%, Rac1 GTP hydrolysis 7.8%, LYP inhibition -2.6%, GPR55 LPI antagonism -10.1%, T cell modulator inactive, SV40 large T antigen -1.1%, Lipid droplet cells 6.5 µM 784, T cell modulator vesicle-bound % 16.6 and NTR1 agonist cell count 20 µM 44.
Screening CCOC(=O)/C(C#N)=C1\C=CN(C)C(C)=N1 returned NTR1 agonist 0.7, GPR55 activation 0.2%, Lipid droplet 7.5, GPR35 arrestin U2OS -4.8%, Rac1 GTP hydrolysis 4.3%, LYP inhibition 1.7%, GPR55 LPI antagonism 15.6%, T cell modulator inactive, SV40 large T antigen 6.8%, Lipid droplet cells 6.5 µM 721, T cell modulator vesicle-bound % 25.6 and NTR1 agonist cell count 20 µM 85.
CC(C)Nc1nc(-c2ccccn2)nc(-c2ccccc2)c1C#N was read as NTR1 agonist 1.1, GPR55 activation 0.8%, Lipid droplet 12.5, GPR35 arrestin U2OS 3.4%, Rac1 GTP hydrolysis 1.0%, LYP inhibition 3.8%, GPR55 LPI antagonism 5.8%, T cell modulator inactive, SV40 large T antigen 12.1%, Lipid droplet cells 6.5 µM 678, T cell modulator vesicle-bound % 41.5 and NTR1 agonist cell count 20 µM 32.
`CCOC(=O)C1=C(C)N(C)C(=O)NC1c1cc2c(cc1[N+](=O)[O-])OCO2` (stereo not given) gave NTR1 agonist -2.5, GPR55 activation -0.3%, Lipid droplet -0.6, GPR35 arrestin U2OS -2.1%, Rac1 GTP hydrolysis 11.2%, LYP inhibition 0.8%, GPR55 LPI antagonism 14.2%, T cell modulator inactive, SV40 large T antigen 6.0%, Lipid droplet cells 6.5 µM 805, T cell modulator vesicle-bound % 39.9 and NTR1 agonist cell count 20 µM 70.
For O=C(COc1ccccc1-c1ccccc1)c1ccccc1 the results were NTR1 agonist 5.1, GPR55 activation 0.1%, Lipid droplet -39.6, GPR35 arrestin U2OS 9.7%, Rac1 GTP hydrolysis 6.1%, LYP inhibition -2.8%, GPR55 LPI antagonism -10.6%, T cell modulator inactive, SV40 large T antigen -4.1%, Lipid droplet cells 6.5 µM 637, T cell modulator vesicle-bound % 44.8 and NTR1 agonist cell count 20 µM 55.
